Fam108B inh – mouse Fam108B serine hydrolase inhibitors, primary screen, counter-screen for RBBP9 inhibitor project, biochemical, fluorescence polarization | recombinant Fam108B, FP-Rh probe fluorescence polarization | inhibition, % at 9.51 µM | 300,000 compounds, 0.33% hits | AID 1947, 2009;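 active means inhibition above the screen mean inhibition plus 3 SD, computed separately per campaign, cut at about 18% in these data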;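 further: inhibitors lower polarization as less probe binds the enzyme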
GSTO1 inh – inhibitors of recombinant GSTO1, primary screen, counter-screen for RBBP9 inhibitor project, biochemical, fluorescence polarization; activity-based probe fluorescence polarization; inhibition, % at 5.96 µM; AID 1974, 2009; 300,000 compounds, 1.1% hits;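 active means inhibition above the campaign mean inhibition plus 3 SD, cut at about 35% in these data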;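 further: 0% = GSTO1-1 with DMSO and 100% = wells lacking GSTO1-1 enzyme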
pPAFAH inh – pPAFAH enzyme inhibitors, primary screen, biochemical, fluorescence polarization, human; recombinant pPAFAH, FP-rhodamine probe fluorescence polarization; inhibition, % at 3.39 µM; 330,000 compounds, 1.5% hits;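 active means inhibition above the mean inhibition across the screen plus 3 SD, cut at about 25% in these data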;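 further: inhibitors block binding of the rhodamine activity-based probe so polarization drops; 0% = enzyme with DMSO and 100% = wells lacking pPAFAH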
Target sequence (Q13093 whole entry, looked up): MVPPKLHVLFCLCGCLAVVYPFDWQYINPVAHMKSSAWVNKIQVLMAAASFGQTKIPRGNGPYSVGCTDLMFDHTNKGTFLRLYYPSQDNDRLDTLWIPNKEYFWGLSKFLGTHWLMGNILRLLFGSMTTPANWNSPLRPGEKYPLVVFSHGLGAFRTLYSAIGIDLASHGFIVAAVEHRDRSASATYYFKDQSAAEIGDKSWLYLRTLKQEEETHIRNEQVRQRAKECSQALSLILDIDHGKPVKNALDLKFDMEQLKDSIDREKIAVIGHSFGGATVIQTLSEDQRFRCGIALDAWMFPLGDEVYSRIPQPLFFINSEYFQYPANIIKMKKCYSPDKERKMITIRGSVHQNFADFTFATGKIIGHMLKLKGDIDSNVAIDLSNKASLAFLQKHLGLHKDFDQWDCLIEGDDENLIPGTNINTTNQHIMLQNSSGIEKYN
PME-1 inh – PME-1 inhibitors via competitive probe labeling, primary screen, biochemical, fluorescence polarization, FP-Rh probe, HTS | recombinant PME-1 | inhibition, % at 5.9 µM | 320,000 compounds, 0.53% hits | AID 2130, 2009;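 active means inhibition above the campaign mean of all compounds plus 3 SD, cut at about 26% in these data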;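 further: competitive labeling of PME-1 active site by serine hydrolase directed probe; 0% = PME-1 with DMSO and 100% = wells lacking PME-1 enzyme; inhibitors block probe labeling so polarization falls and inhibition rises; many of its hits are not listed in these tables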
PAD4 inh – human PAD4 inhibitors, primary screen, biochemical, fluorescence polarization, 1536-well format. inhibition, % at 6.36 µM. 330,000 compounds, 0.41% hits. recombinant PAD4, RCA probe fluorescence polarization. Protein-arginine deiminase type-4 (Homo sapiens), Q9UM07;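 active means percent inhibition above a cutoff equal to the mean of all tested compounds plus 3 SD, cut at about 15% in these data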;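 further: 0% = PAD4 with RCA probe and DMSO and 100% = probe without PAD4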
LYPLA1 counter – LYPLA1 inhibitors, primary screen, counter-screen for PME1 inhibitor project, biochemical, fluorescence polarization, FP-Rh probe ABPP; inhibition, % at 5.9 µM; recombinant LYPLA1; 320,000 compounds, 0.16% hits; Acyl-protein thioesterase 1 (Homo sapiens), O75608;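 active means inhibition above the mean of all tested compounds plus 3 SD, set per campaign, cut at about 14% in these data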;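 further: inhibitors block serine hydrolase probe labeling of LYPLA1 so polarization falls; 0% = enzyme with DMSO and 100% = wells lacking LYPLA1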
PAFAH1B2 inh – PAFAH1B2 enzyme inhibitors, primary screen, biochemical, fluorescence polarization, human; recombinant PAFAH1B2, FP-rhodamine activity probe; 340,000 compounds, 1.2% hits; Platelet-activating factor acetylhydrolase IB subunit alpha2 (Homo sapiens), P68402; inhibition, % at 3.39 µM; AID 492953, 2010;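 active means inhibition above the mean of all tested compounds plus 3 SD, cut at about 24% in these data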;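 further: 0% = enzyme with DMSO and 100% = wells lacking PAFAH1B2; many of its hits are not listed in these tables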
Target sequence (P68402 whole entry, looked up): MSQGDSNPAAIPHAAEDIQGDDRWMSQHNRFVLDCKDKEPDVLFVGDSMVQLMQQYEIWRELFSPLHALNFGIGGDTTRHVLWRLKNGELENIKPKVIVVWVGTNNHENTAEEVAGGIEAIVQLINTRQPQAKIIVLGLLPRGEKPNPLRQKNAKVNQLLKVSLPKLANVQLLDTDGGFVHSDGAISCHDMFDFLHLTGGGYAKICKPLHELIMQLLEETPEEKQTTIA
PAFAH2 inh – PAFAH2 enzyme inhibitors, primary screen, biochemical, fluorescence polarization, human; inhibition, % at 3.39 µM; recombinant PAFAH2, FP-rhodamine activity probe; AID 492956, 2010; 340,000 compounds, 0.99% hits; Platelet-activating factor acetylhydrolase 2, cytoplasmic (Homo sapiens), Q99487;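 active means inhibition above the mean over all tested compounds plus 3 SD, cut at about 30% in these data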;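 further: inhibitors block probe labeling of enzyme so polarization drops; 0% = enzyme with DMSO and 100% = wells lacking PAFAH2 protein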
PAFAH1B3 FP inh – PAFAH1B3 enzyme inhibitors, primary screen, biochemical, fluorescence polarization, human; 340,000 compounds, 0.28% hits; recombinant PAFAH1B3, FP-rhodamine probe; Platelet-activating factor acetylhydrolase IB subunit alpha1 (Homo sapiens), Q15102; inhibition, % at 3.39 µM;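 active means inhibition above the screen-wide average of all tested compounds plus 3 SD, cut at about 25% in these data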;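 further: 0% = enzyme with DMSO only and 100% = wells lacking PAFAH1B3 protein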
Target sequence (Q15102 whole entry, looked up): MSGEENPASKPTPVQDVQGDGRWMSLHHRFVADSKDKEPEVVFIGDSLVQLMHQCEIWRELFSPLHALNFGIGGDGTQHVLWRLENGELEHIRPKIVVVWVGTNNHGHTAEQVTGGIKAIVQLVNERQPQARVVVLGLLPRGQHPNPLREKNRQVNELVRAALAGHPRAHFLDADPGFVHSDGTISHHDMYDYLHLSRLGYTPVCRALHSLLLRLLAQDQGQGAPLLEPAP
An asterisk follows results filed as active; x = not tested or not shown. This is a subset, so the mix of outcomes need not match the whole.

nr	Compound	Fam108B inh	GSTO1 inh	pPAFAH inh	PME-1 inh	PAD4 inh	LYPLA1 counter	PAFAH1B2 inh	PAFAH2 inh	PAFAH1B3 FP inh
1	Cc1ccccc1-c1nc(Cc2ccc(Cl)cc2)no1	5	0	1	-4	1	-3	3	2	1
2	O=C(NC1CC1)c1ccc(COc2ccc(F)cc2)o1	1	-4	6	-4	-3	1	1	2	-3
3	O=C(CSc1nc2sc3c(c2c(=O)[nH]1)CCC3)NCCO	1	-9	2	0	3	-5	5	3	4
4	CCCCOC(=O)Cn1cnc2ccc(Br)cc2c1=O	4	1	-2	1	-4	-2	1	-3	7
5	c1ccc(OCc2nc3ccccc3s2)cc1	1	-3	-2	-8	1	0	3	-2	9
6	CC(C)c1nc2c(c(=O)c3ccccc3n2C)c(=O)n1-c1ccc(F)cc1	-1	-3	-6	0	-3	3	1	4	-6
7	CCOC(=O)c1ccc(NC(=O)c2c(N)n(Cc3ccccc3)c(=O)[nH]c2=O)cc1	-4	7	-2	-3	0	-1	-1	-1	8
8	CSc1nnc(C)c(=O)n1COC(=O)COc1ccccc1	-1	7	3	8	7	-3	4	0	6
9	COCCn1c(C(C)C)nc2sc3ccccc3c(=O)c2c1=O	1	14	4	-4	0	1	-1	-4	-1
10	CSc1nsc(SC)c1CO	0	-1	2	4	-3	-3	1	-1	-2
11	CCCCn1c(Cc2ccccc2)nnc1SCC(=O)Nc1cc(C)on1	-1	-2	-2	-2	3	0	6	-6	-5
12	COC(=O)CC1C(C(=O)OC)ON2OC(C(=O)OC)C(C(=O)OC)C12 (stereo not drawn)	1	6	6	5	1	-1	4	0	5
13	COC(=O)c1c(-c2ccc(C)cc2)csc1NC(=S)NC(=O)c1ccc(F)cc1	-14	3	-2	-10	-3	-6	0	-23	-5
14	CN(C)c1ccc(/C=N/NC(=S)NCc2ccccc2)cc1	8	-3	18	5	-1	0	3	-6	9
15	CCC1CCC2(CC1)NC(=O)N(CC(=O)Nc1ccc(OC)c(Cl)c1)C2=O (stereo not drawn)	x	x	-6	-3	-2	-5	1	3	5
16	CCOC(=O)CNC(=O)N1CCC(CCOc2ccccc2)(C(=O)OCC)CC1	3	-6	-12	-6	-6	-4	4	-3	-4
17	COc1ccc(OCCC(=O)OCC(=O)Nc2cccc(S(=O)(=O)N3CCOCC3)c2)cc1	1	7	12	2	-1	-2	5	8	9
18	O=C(COc1ccc(Cl)cc1)NCCC1=CCCCC1	7	1	5	2	2	-3	28*	3	6
19	Cc1oc(C(=O)O)cc1CSCc1ccoc1C(=O)O	2	14	7	-1	-2	-1	7	7	8
20	Cc1ccn2cc(CNS(=O)(=O)c3ccc(Cl)s3)nc2c1	8	-1	5	0	1	0	9	14	-2
21	COc1ccc(OCC(=O)NNC(=O)C2CCN(c3ncnc4sc(C)c(C)c34)CC2)cc1	x	x	-2	-1	-1	-2	7	0	6
22	O=C(Nc1cccc([N+](=O)[O-])c1)C1CCN(C(=O)Cc2ccccc2)CC1	4	0	2	5	-2	0	5	7	10
23	CCc1ccccc1N(CC(=O)NC(C)C)C(=O)CCC(=O)Nc1nccs1	-1	1	2	4	2	-3	5	2	6
24	CCOC(=O)[C@H]1[C@H]2COc3ccc(Cl)cc3[C@@H]2N2C(=O)c3ccccc3NC(=O)[C@@]12C	-6	-1	-7	-8	-4	-8	2	1	-3
25	O=C(O)Cn1nc(-c2ccccc2)ccc1=O	-1	-4	9	0	0	0	-1	-7	1
26	COC(=O)c1ccccc1CON1C(=O)C(C)(C)N(OCc2ccccc2C(=O)OC)C(=O)C1(C)C	-1	5	5	-7	-1	-1	4	-7	-1
27	S=C1NCN(C2CCCCC2)CN1c1ccccc1	6	1	8	-3	-3	5	7	1	5
28	COc1ccc(CN2CCN(CCCc3ccccc3)C(CCO)C2)c(OC)c1 (stereo not drawn)	8	5	1	-3	0	1	-1	2	9
29	CCOC(=O)c1nc(Nc2cccc(C)c2)c2ccccc2n1	4	2	-2	-12	0	-6	1	1	1
30	CCc1cc(C(=O)N2CCOCC2)c(NC2=NS(=O)(=O)c3ccccc32)s1	1	2	7	5	0	3	1	2	8
31	Cc1cc(Nc2ncc(Cl)cc2Cl)n(-c2ccccc2)n1	-1	-2	-4	1	5	-9	2	-7	7
32	CCCn1c(=O)c(C(=O)NC(C)c2ccccc2)c(O)c2ccccc21 (stereo not drawn)	1	6	-1	-9	-1	-2	3	3	11
33	Nc1ncnc2c1ncn2[C@@H]1O[C@H](COS(=O)(=O)O)[C@@H](O)[C@H]1O	x	x	1	3	3	2	0	2	6
34	O=C(c1ccccc1CCc1ccccc1)N1CCN(c2ccccn2)CC1	-4	0	5	11	-4	4	7	5	6
35	CC(=O)NCCOC(=O)Nc1ccncc1	2	-5	-4	-2	1	0	0	0	6
36	CN1CCN(CCNC(=O)c2ccc3nc(-c4ccc(F)cc4)c(-c4ccc(F)cc4)nc3c2)CC1	-5	0	10	-1	1	3	28*	-4	2
37	CC(NC(=O)CN(C1CCCCC1)S(C)(=O)=O)c1ccccc1 (stereo not drawn)	0	-2	-2	-2	1	2	11	0	2
38	CCC(=O)Nc1ccc(C(=O)N/N=C/c2c(C)[nH]c3ccccc23)cc1	2	-9	1	5	-5	0	2	-6	4
39	CCc1ccc2oc(-c3cccc(N)c3)nc2c1	6	-2	7	11	-3	3	5	-3	7
40	CN(C)S(=O)(=O)n1cc(/C=C(\NC(=O)c2ccccc2F)C(=O)NCCCN2CCOCC2)c2ccccc21	-3	0	2	-4	-4	-1	2	6	-1
41	CC(C)n1cnc2cc(NCc3ccco3)ccc21	3	4	-2	-1	-4	2	-1	11	9
42	CC1(C(=O)N/N=C/c2c(F)c(F)c(F)c(F)c2F)CC1(Cl)Cl (stereo not drawn)	1	-4	3	0	2	-2	2	2	-3
43	CCc1ccc(CNC(=O)CCc2nc(-c3cccs3)no2)cc1	-1	5	9	-1	1	-5	13	2	3
44	CS(=O)(=O)c1ccccc1C(=O)Nc1ccc(-c2nc3ccccc3[nH]2)cc1	-4	-4	-13	-4	4	0	4	2	11
45	O=C(c1nc2ncccn2n1)N1CCN(c2ccc(F)cc2)CC1	-3	5	-3	-6	1	-1	7	-10	8
46	CC(=O)c1cc2c(cc1NC(=O)c1cc3nc(C(C)C)cc(C(F)(F)F)n3n1)OCO2	-3	7	5	-4	-3	-4	-7	3	5
47	S=C(Cc1ccccc1)NCCc1ccccc1	4	-5	6	5	-1	-3	-1	4	-7
48	Cc1[nH]n(C(N)=S)c(=O)c1N=Nc1cccc([N+](=O)[O-])c1C	5	2	14	7	-1	4	-1	-4	-2
49	Cc1ccc(-c2cc3c(N=O)c4ccccc4c-3n[nH]2)cc1	-22	-11	-7	-42	-1	-23	-16	-24	-35
50	O=C(NNc1nc2cc3c(cc2s1)OCO3)c1ccccc1	2	-3	7	3	3	0	1	-3	2

New compounds follow.
nr	Compound	Fam108B inh	GSTO1 inh	pPAFAH inh	PME-1 inh	PAD4 inh	LYPLA1 counter	PAFAH1B2 inh	PAFAH2 inh	PAFAH1B3 FP inh
51	Cc1ccc(C)c(NC(=O)CN2C(=O)NC(C)(c3ccc4c(c3)OCCO4)C2=O)c1 (stereo not drawn)	x	x	1	1	0	1	-3	0	4
52	Cc1nn(-c2ccccc2)c2sc(-c3n[nH]c(=S)o3)cc12	7	6	52*	39*	7	9	4	19	9
53	Cc1nn(-c2ccccc2)c(C)c1NC(=O)COc1ccc2ccccc2c1	3	-6	1	-2	-5	-2	5	-3	11
54	Cc1cc(C)n(-c2nnc(C)n2NS(C)(=O)=O)n1	1	0	0	-6	-4	1	1	0	8
55	COc1ccc(CNC(=O)CN(C(=O)CCC(=O)Nc2ccccn2)c2cccc(C)c2C)cc1	-2	3	8	-1	-2	1	5	7	2
56	O=C(NCCCNC(=O)c1ccco1)c1ccc(F)cc1	3	1	2	1	-2	-2	4	2	10
57	Cc1cc(/C=N/NC(=O)C(O)(c2ccccc2)c2ccccc2)c(C)n1-c1ccccc1	1	2	9	2	-1	-1	7	9	8
58	CCn1cnc2c1c(=O)n(Cc1cccc([N+](=O)[O-])c1)c(=O)n2Cc1ccccc1	3	11	4	6	-5	1	0	-3	2
59	CCOC(=O)C1=C(COC(=O)Cc2ccc(OC)c(OC)c2)NC(=O)NC1C (stereo not drawn)	x	x	2	1	3	-2	0	-1	5
60	COc1ccc(/C(N)=N/OC(=O)c2ccco2)cc1OC	3	-2	-2	-4	-4	1	5	3	3
61	Cc1c(Cl)cccc1N/C(=N/S(=O)(=O)c1cccs1)c1ccccc1	-4	6	5	0	-2	-1	2	-3	3
62	CCOc1cc(C#N)c(NC(=O)Cn2nnc3ccccc32)cc1OCC	-1	-1	4	4	0	3	4	1	1
63	COC(=O)NNC(=O)C(c1ccccc1)c1ccccc1	-3	9	6	3	-1	-3	4	5	11
64	CC1(C)OC(=O)C(=NNc2ccccc2C(=O)O)C(=O)O1	4	-12	1	-6	-6	2	-1	3	5
